High-throughput results deposited in PubChem BioAssay by National Center for Advancing Translational Sciences (NCATS).
TRb-SRC2 inh = TRbeta-SRC2 interaction inhibition; P10828; TRbeta-SRC2 peptide binding, fluorescence polarization; receptor liganded with 1 µM T3; Potency, µM (top dose mostly 106 µM), for inactives: at the top dose activity change, negative = inhibition, most hits filed as inhibitors; 0.065% of 280,000 active; AID 1469;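 note: plate controls were bound peptide for no effect and peptide without receptor for full effect; nearly all actives have a fitted effect of over 50% in size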
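Binding of a 20-amino-acid Texas Red SRC2 peptide (20 nM) to TRb ligand-binding domain (0.6 uM) with agonist T3 at 1 uM was followed by fluorescence polarization after a 5 hr room-temperature incubation.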
RECQ1 inh = blocks DNA unwinding by human RECQ1; P46063; RECQ1 DNA unwinding, red fluorescence kinetic read; Potency, µM (top dose mostly 57.3 µM), for the others: at the highest dose activity, negative = inhibition, hits mostly inhibitors; 0.54% of 240,000 active; AID 2549;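 note: plate controls were vehicle for no effect and no enzyme for full effect; nearly all actives have a fitted effect of over 30% in size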
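RECQ1T1 50 nM; forked duplex (20 bp + 30-nt ss tails) 200 nM, ATP 2 mM final; pH 8.0, 2 mM MgCl2, 2.5 ug/ml poly(dI-dC); 15 min compound preincubation; discontinuous kinetic read over 2 h at RT.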
KDM4E inh = JMJD2E (human) inhibition. AID 2147. Potency, µM (highest dose often 57.1 µM), for the others: top-dose activity change, negative = inhibition, usual class: inhibitors. JMJD2E catalytic domain, FDH-coupled NADH fluorescence (FDH is formaldehyde dehydrogenase). 1.6% of 230,000 active. B2RXH2; active = well fitted inhibition curve with a large enough effect, not every such curve was filed as active; inconclusive = small, poorly fitted or top-dose-only effect, or another doubt; inactive = no such curve, though single readings can be large or run the other way;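 note: 0% = wells with enzyme and -100% = buffer wells without enzyme; nearly all actives have a fitted effect of over 50% in size; many of its hits are not listed in these tables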
Target sequence (B2RXH2 1-337 limits assumed): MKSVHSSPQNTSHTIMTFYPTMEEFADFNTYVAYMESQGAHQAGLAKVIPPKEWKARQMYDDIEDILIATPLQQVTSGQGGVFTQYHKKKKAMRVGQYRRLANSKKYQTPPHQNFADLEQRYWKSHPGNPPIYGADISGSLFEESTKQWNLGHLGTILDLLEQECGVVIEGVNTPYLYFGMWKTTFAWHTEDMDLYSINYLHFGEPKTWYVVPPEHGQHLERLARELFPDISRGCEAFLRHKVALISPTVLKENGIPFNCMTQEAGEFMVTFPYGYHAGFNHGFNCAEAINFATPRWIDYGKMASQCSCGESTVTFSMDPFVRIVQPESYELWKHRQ
Tau fibril ThT = inhibitors of human tau fibril formation, thioflavin T binding; P10636; recombinant tau K18 P301L (four-repeat tau fragment), heparin-induced fibrillization, ThT fluorescence; Potency, µM (series often up to 57.4 µM), without a hit: at the top dose activity, negative = inhibition, actives largely listed as inhibitors; 2.1% of 270,000 active; note: nearly all actives have a fitted effect of over 55% in size
Target sequence (P10636 561-689 P618L limits assumed): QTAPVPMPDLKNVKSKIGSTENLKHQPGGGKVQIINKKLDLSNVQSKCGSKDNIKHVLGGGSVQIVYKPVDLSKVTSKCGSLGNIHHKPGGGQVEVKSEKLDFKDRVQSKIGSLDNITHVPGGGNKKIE
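Aggregation was driven by heparin (20 uM final) acting on recombinant tau […] bearing P301L in 100 mM sodium acetate pH 7; fibrils were detected with Thioflavin T.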
TexasRed fluor = Texas Red fluorescence interference in TRb-SRC2 counter-screen. 0.29% of 280,000 active. Potency, µM (highest dose often 106 µM), without a hit: at the highest dose fluorescence change, negative = quenching. TRb/SRC2 Texas Red total fluorescence interference; active = well fitted curve in either direction with a large enough effect; inconclusive = small, poorly fitted or top-dose-only effect
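Flags fluorescent or light-absorbing compounds by total fluorescence, S + 2P, at 555 nm excitation and 632 nm emission. Mixture: 20 nM Texas Red SRC2 peptide, 0.6 uM human TRb LBD, 1 uM T3, 5% DMSO; compound exposure 5 h at ambient temperature.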
L3MBTL1 block = L3MBTL1 (human) inhibition; Potency, µM (doses to about 57.1 µM), for the others: at the highest dose activity, negative = inhibition, actives largely listed as inhibitors; 0.66% of 230,000 active; AlphaScreen L3MBTL1–H3K9me1 peptide binding; Q9Y468; note: nearly all actives have a fitted effect of over 60% in size
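L3MBTL1 (50 nM) pre-complexed 30 min with biotinylated H3(1-15)K9me1 peptide (75 nM), then compounds added for 30 min at room temperature; AlphaScreen streptavidin donor/nickel chelate acceptor beads (10 ug/mL final) read after 30 min dark incubation.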
Tau fibril FP = tau fibrillization inhibition (FP) | AID 1468 | Potency, µM (highest dose often 57.7 µM), for the others: at the top dose activity, negative = inhibition, actives largely listed as inhibitors | P10636 | K18 P301L tau heparin fibrillization, Alexa594 FP, 6 h | 0.39% of 280,000 active; note: nearly all actives have a fitted effect of over 55% in size
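Quantitative HTS format: compounds meet 15 uM recombinant K18 P301L tau and Alexa 594-tau tracer in 100 mM sodium acetate pH 7; 20 uM heparin triggers fibrillization at 37 C over 6 hr; FP gives the signal.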
RGS12 GoLoco inh = inhibitors of human Gai1-RGS12 GoLoco interaction (red fluorophore); 0.44% of 230,000 active; Potency, µM (series often up to 61.6 µM), for inactives: top-dose activity, negative = inhibition, actives largely listed as inhibitors; Gai1:RGS12 GoLoco peptide FP, rhodamine, 10 min; AID 880; P63096; active = well fitted inhibition curve with a large enough effect, not every such curve was filed as active; inactive = no such curve, though single readings can be large or run the other way; note: nearly all actives have a fitted effect of over 30% in size; many of its hits are not listed in these tables
Target sequence (P63096 whole entry, looked up): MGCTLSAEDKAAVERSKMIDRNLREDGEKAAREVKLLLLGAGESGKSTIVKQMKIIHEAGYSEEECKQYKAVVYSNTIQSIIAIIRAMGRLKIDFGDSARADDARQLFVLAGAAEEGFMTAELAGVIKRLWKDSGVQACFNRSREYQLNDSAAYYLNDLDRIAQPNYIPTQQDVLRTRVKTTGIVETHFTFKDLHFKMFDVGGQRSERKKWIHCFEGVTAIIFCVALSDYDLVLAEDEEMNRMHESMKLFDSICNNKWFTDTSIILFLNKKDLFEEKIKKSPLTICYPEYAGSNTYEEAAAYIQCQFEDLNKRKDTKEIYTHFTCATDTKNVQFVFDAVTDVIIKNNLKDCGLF
Starred values were filed as active, the others as inactive; i = inactive; ? = inconclusive; . = no result given; [ ] = dose if it differs, or a comment. Unless noted, calls come from the whole dose curve; as a rule, active = well fitted curve in the direction sought with a large enough effect; inconclusive = small, poorly fitted or top-dose-only effect, or another doubt; inactive = no such curve, though single readings can be large; an effect the other way counts as inactive or inconclusive. Unless noted, % is set by controls: 0 for no effect and ±100 for the full control effect; potency is the fitted concentration of half-maximal effect.

Compound	TexasRed fluor	Tau fibril ThT	Tau fibril FP	KDM4E inh	RECQ1 inh	RGS12 GoLoco inh	L3MBTL1 block	TRb-SRC2 inh
COc1ccc2c(c1)c(=O)c(C(=O)c1ccccc1)cn2CC(=O)Nc1ccc2c(c1)OCCO2	0%	-14%	7%	.	.	.	.	0%
COc1ccc(N2CCN(C(=O)c3cc4c(=O)n(Cc5cccs5)ccc4nc3C)CC2)cc1	-21%	-15%	8%	.	.	.	.	5%
Clc1ccccc1-c1nnc(SCc2nc(-c3ccccc3)no2)n1-c1ccccc1	5%	-14%	6%	.	.	.	.	7%
COc1ccc(/C=C(/NC(=O)/C=C/c2ccccc2)C(=O)N2CCOCC2)cc1	-5%	-4%	7%	-8%	4%	2%	7%	-4%
N#C/C(=C/c1ccco1)C(N)=S	?	28µM*	?	?	?	7%	?	?
CN1CCn2c1nc(N1CCOCC1)nc2=O	-1%	1%	3%	5%	4%	-11%	.	-12%
COc1ccc(-c2nc(-c3ccccc3)c(-c3ccccc3)[nH]2)cc1Br	?	?	?	.	.	.	.	-15%
O=S(=O)(c1ccccc1)c1nc(-c2ccccc2Cl)oc1N1CCCCCC1	4%	-7%	1%	.	.	.	.	-5%
Cc1ccc(-n2c(C)cc(/C=N/Nc3ccc([N+](=O)[O-])cn3)c2C)c(C)c1	-1%	4µM*	18%	1%	-1%	-15%	-16%	-2%
Cc1ccc(Cl)cc1NC(=O)CSc1ccc(C(=O)O)cn1	4%	1%	-1%	.	.	.	.	2%

2 successive records already listed:
Compound	TexasRed fluor	Tau fibril ThT	Tau fibril FP	KDM4E inh	RECQ1 inh	RGS12 GoLoco inh	L3MBTL1 block	TRb-SRC2 inh
COc1ccc2c(c1)c(=O)c(C(=O)c1ccccc1)cn2CC(=O)Nc1ccc2c(c1)OCCO2	0%	-14%	7%	.	.	.	.	0%
COc1ccc(N2CCN(C(=O)c3cc4c(=O)n(Cc5cccs5)ccc4nc3C)CC2)cc1	-21%	-15%	8%	.	.	.	.	5%

Next compounds.
Compound	TexasRed fluor	Tau fibril ThT	Tau fibril FP	KDM4E inh	RECQ1 inh	RGS12 GoLoco inh	L3MBTL1 block	TRb-SRC2 inh
CCN1CCCC(OC(=O)Nc2ccccc2)C1 (centres undefined)	-3%	-2%	0%	1%	8%	3%	6%	-10%
O=C(CCCCCCC(=O)c1ccccc1)c1ccccc1	-1%	-12%	2%	-6%	i	3%	31%[activator]	-6%
O=C(COc1ccccc1[N+](=O)[O-])N/N=C/c1ccc[nH]1	-1%	.	-3%	6%	0%	0%	.	-2%
CC1CCCCC12NC(=O)N(CC(=O)NCc1ccc3c(c1)OCO3)C2=O (centres undefined)	-5%	-4%	4%	3%	-4%	5%	.	0%
CCOC(=O)N1CCN(S(=O)(=O)c2cccc3cccnc23)CC1	-2%	-10%	-6%	5%	-8%	-4%	5%	-5%
Cn1c(SCC(=O)c2ccccc2)nnc1-c1ccncc1	-4%	-10%	?	8%	13%	12%	?	7%
CCOC(=O)C1CCN(C(=O)CCc2c(C)nc3ncnn3c2C)CC1	1%	-6%	0%	1%	-8%	4%	.	-11%
CCOc1ccc(Nc2nc(N3CCCC3)nc(N3CCN(c4ccc(OC)cc4)CC3)n2)cc1	-1%	-9%	?	-3%	-2%	-16%	.	6%
COc1ccc(CCNc2nc3ccc(Cl)cc3n3cnnc23)cc1OC	-4%	-11%	-3%	.	.	.	.	13%
CC(C)Sc1nc2c(c(=O)n(C)c(=O)n2C)n1C	-1%	-9%	4%	4%	-2%	0%	-6%	-5%

Compound	TexasRed fluor	Tau fibril ThT	Tau fibril FP	KDM4E inh	RECQ1 inh	RGS12 GoLoco inh	L3MBTL1 block	TRb-SRC2 inh
CC(C)C(c1nnnn1Cc1ccco1)N1CCN(c2nc3ccccc3s2)CC1 (centres undefined)	2%	-6%	7%	-6%	i	.	-8%	4%
Cc1ccc(NC(=O)c2cnc(N3CCCCC3)c3ccccc23)c(C)c1	-2%	-3%	-4%	.	.	.	.	-2%
Cc1ccc2c(=O)cc(C(=O)Nc3nc4ccc(Cl)cc4s3)oc2c1C	-11%	?	10%	.	.	.	.	18%
Cc1ccc2c(c1)c1ncn(CCC3=CCCCC3)c(=O)c1n2C	4%	-13%	-6%	?	-2%	1%	-1%	6%
CC(C)NC(=O)NC(=O)CSc1ncccn1	-2%	-2%	4%	2%	i	-10%	0%	-5%
CCc1nc2sc3c(Cl)ncnc3c2c2c1CCCC2	0%	-7%	-5%	7%	-1%	9%	8%	1%
COc1cc(OC)cc(C(=O)NCC(=O)OCC(=O)Nc2ncc(Cl)cc2Cl)c1	-2%	-16%	6%	-8%	?	24%	-18%	-9%
CCCn1c2ccccc2c2cnn(CC(=O)N3CCC(C(=O)OCC)CC3)c(=O)c21	-14%	-3%	-6%	.	.	.	.	1%
Cc1cc(Cl)ccc1NS(=O)(=O)c1ccc2c(c1)CC(C)N2C(=O)C1CCC1 (centres undefined)	-7%	-3%	-4%	.	.	.	.	2%
CCCNC(=O)Cc1c(O)c2ccccc2[nH]c1=O	1%	-14%	3%	?	15%	0%	.	-4%

Compound	TexasRed fluor	Tau fibril ThT	Tau fibril FP	KDM4E inh	RECQ1 inh	RGS12 GoLoco inh	L3MBTL1 block	TRb-SRC2 inh
COc1ccc(C(C[N+](=O)[O-])C2(c3ccc(OC)c(OC)c3)C(=O)c3ccccc3C2=O)cc1 (centres undefined)	-3%	?	8%	-1%	-15%	1%	-1%	-5%
CCCCCC1CCC(C(=O)O)CC1 (centres undefined)	1%	-3%	-1%	9%	i	-4%	5%	-13%
CC(C)c1ccc(Nc2nnc(SCC(=O)c3nnc(-c4ccccc4)o3)s2)cc1	-4%	18µM*	?	?	-24%	103%[activator]	?	-2%
O=C(/C=C/c1cccc([N+](=O)[O-])c1)OC1CCCCC1=O (centres undefined)	-1%	-12%	2%	3%	i	13%	4%	-2%
O=C(c1cc(C2CC2)nc2ccc(Br)cc12)N1N=C(C(F)F)CC1(O)C(F)F (centres undefined)	-1%	-9%	4%	?	5%	-1%	-6%	-11%
COc1ccc(-c2cc(C(F)(F)F)c(C#N)c(SCC(=O)Nc3ccccc3C#N)n2)cc1	2%	-4%	-3%	?	-2%	-1%	4%	5%
CNC(=S)/N=C/NOCc1c(Cl)cccc1Cl	-5%	3%	0%	-1%	i	12%	1%	0%
CCn1cc(C(=O)N2CCc3ccccc32)c(=O)c2cc(S(=O)(=O)N3CCCC3)ccc21	3%	?	4%	2%	-1%	7%	-3%	3%
CN(CCC1CCOCC1)Cc1cn[nH]c1-c1ccc(-c2ccccc2)cc1	-2%	-10%	9%	-10%	i	5%	-15%	11%
Cc1ccc(S(=O)(=O)N(CC(=O)N2CCC(C)CC2)Cc2ccccc2F)cc1	-2%	-25%	7%	7%	0%	3%	.	-12%

Compound	TexasRed fluor	Tau fibril ThT	Tau fibril FP	KDM4E inh	RECQ1 inh	RGS12 GoLoco inh	L3MBTL1 block	TRb-SRC2 inh
CCOc1ccc(NC(=O)COC(=O)CCS(=O)(=O)c2ccc(C)cc2)cc1	-1%	-11%	0%	2%	i	10%	3%	4%
COC(=O)c1cc(C#N)c(Oc2ccccc2OC)nc1C	-1%	-3%	-7%	3%	-6%	7%	5%	8%
COc1ccc(NC(=O)C(F)(F)F)cc1OC	1%	-4%	-8%	-3%	i	1%	7%	-20%
O=c1c2c3c(sc2nc(NCCO)n1CCc1ccccc1)CCCCC3	6%	?	?	-16%	-17%	2%	-12%	9%
CCc1ccccc1NC(=O)c1cc(-c2ccc3c(c2)OCO3)on1	5%	-9%	-18%	.	.	.	.	-9%
CCOC(=O)Cn1c(=N)n(CCOc2ccc(F)cc2)c2ccccc21	-2%	0%	0%	9%	-8%	8%	2%	3%
COc1ccc(/C=C(\NC(=O)c2ccc(C)cc2)C(=O)NCC2CCCO2)cc1 (centres undefined)	-3%	-5%	1%	-2%	i	0%	.	3%
CN1N=C(/C=C/c2ccccc2)CCC1=O	0%	-4%	9%	6%	?	-1%	22%	-1%
CC1CCN(C(=O)CSc2nnc(-c3cccnc3)n2C2CCCCC2)CC1	-1%	0%	-6%	2%	-1%	7%	.	-1%
CC(C)(C)c1cc(NC(=O)CSc2nnc(N)s2)n(-c2ccccc2)n1	-5%	4%	4%	-11%	3%	.	0%	-3%

Compound	TexasRed fluor	Tau fibril ThT	Tau fibril FP	KDM4E inh	RECQ1 inh	RGS12 GoLoco inh	L3MBTL1 block	TRb-SRC2 inh
COc1ccccc1Nc1nn2c(=O)c3ccc(C(=O)NC(C)c4ccccc4)cc3nc2s1 (centres undefined)	-7%	?	-13%	.	.	.	.	3%
Cc1cc(N2CCCC(C(=O)Nc3ccc4c(c3)CCC4)C2)n2ncnc2n1 (centres undefined)	0%	-13%	-5%	0%	-1%	1%	-2%	2%
CC(=O)N1c2ccccc2CC1C(=O)N1CCN(c2cccc(Cl)c2)CC1 (centres undefined)	1%	5%	3%	.	.	.	.	6%
Cc1ccc2nc(Nc3cccc(C(F)(F)F)c3)c3nnnn3c2c1	0%	1%	-4%	.	.	.	.	6%
Cc1ccc(OCC(=O)NN=C2c3ccccc3-c3ccccc32)cc1	1%	-11%	8%	-2%	-11%	6%	-1%	1%
Cc1ccc(-n2nc(C)cc2Nc2ncc(Cl)cc2Cl)cc1	-6%	8%	-9%	-4%	-6%	7%	9%	-3%
CCC/C(C)=C/c1ccc(CC)cn1	-3%	-9%	-11%	?	-1%	9%	40%[activator]	-6%
COc1cc(OC)cc(C(=O)N[C@H](C(=O)Nc2nc(-c3ccc(F)c(F)c3)cs2)C(C)C)c1	1%	-7%	-4%	-3%	i	11%	8%	0%
COc1ccc2c(c1)CCC/C2=N/OC(=O)c1ccccc1OC	1%	?	5%	5%	-4%	12%	20%	3%
Nc1ccc(N2CCCCCC2)cc1	25%	7.1µM*	14µM*	?	14µM*	-10%	18µM*	45µM*

An excerpt; rates above refer to the full screens.
